FLuc inh – blocks purified firefly luciferase enzyme activity | Potency, µM (highest dose often 115 µM), without a hit: at the top dose activity change, negative = inhibition, most hits filed as inhibitors | P08659 | 76,000 tested, 2.5% active | purified P. pyralis luciferase, luminescence, biochemical | AID 1347043; note: potency is the fitted concentration of half-maximal effect; nearly all actives have a fitted effect of over 65% in size
Target sequence (P08659 whole entry, looked up): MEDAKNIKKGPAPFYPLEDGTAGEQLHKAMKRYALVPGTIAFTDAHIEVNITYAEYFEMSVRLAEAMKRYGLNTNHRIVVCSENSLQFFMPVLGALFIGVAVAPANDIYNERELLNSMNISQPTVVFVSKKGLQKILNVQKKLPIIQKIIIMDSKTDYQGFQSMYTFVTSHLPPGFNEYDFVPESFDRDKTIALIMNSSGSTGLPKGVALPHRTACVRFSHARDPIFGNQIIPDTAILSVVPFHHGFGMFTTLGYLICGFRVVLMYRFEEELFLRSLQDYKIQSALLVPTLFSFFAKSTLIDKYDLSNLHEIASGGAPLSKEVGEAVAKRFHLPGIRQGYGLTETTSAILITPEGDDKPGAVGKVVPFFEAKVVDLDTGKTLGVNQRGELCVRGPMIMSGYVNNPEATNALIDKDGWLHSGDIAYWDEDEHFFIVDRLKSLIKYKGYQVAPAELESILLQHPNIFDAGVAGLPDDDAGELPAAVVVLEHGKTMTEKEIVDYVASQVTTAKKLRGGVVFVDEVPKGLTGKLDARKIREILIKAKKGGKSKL
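Cell-free enzyme assay, 10nM P. pyralis luciferase, luciferin and ATP each at 10uM. Inhibition profiled over a 6-point titration, read as luminescence.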
HEK cytotox – kills HEK 293 cells | HEK 293 viability, ATP luminescence (CellTiter-Glo), 48-72 h | Potency, µM (top dose mostly 115 µM), inactives show at the highest dose activity change, negative = cytotoxicity, most hits filed as inhibitors | 94,000 tested, 6.6% active; note: potency is the fitted concentration of half-maximal effect; nearly all actives have a fitted effect of over 60% in size
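Pintool-delivered compounds were incubated with HEK 293 cells (250 cells/well) at 37 degree Celsius for 48 or 72 hr. ATP-dependent luminescence (CellTiter-Glo) then reported remaining viable cells.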
GPT2 inhibitor – inhibitors of human GPT2 alanine aminotransferase | 100,000 tested, 0.25% active | Recombinant GPT2, coupled pyruvate oxidase/HRP Amplex Red fluorescence | Q8TD30 | Potency, µM (series often up to 57.7 µM), for the others: at the highest dose activity change, negative = inhibition, hits mostly inhibitors | AID 1671188; note: potency is the fitted concentration of half-maximal effect; nearly all actives have a fitted effect of over 60% in size; many of its hits are not listed in these tables
Target sequence (Q8TD30 whole entry, looked up): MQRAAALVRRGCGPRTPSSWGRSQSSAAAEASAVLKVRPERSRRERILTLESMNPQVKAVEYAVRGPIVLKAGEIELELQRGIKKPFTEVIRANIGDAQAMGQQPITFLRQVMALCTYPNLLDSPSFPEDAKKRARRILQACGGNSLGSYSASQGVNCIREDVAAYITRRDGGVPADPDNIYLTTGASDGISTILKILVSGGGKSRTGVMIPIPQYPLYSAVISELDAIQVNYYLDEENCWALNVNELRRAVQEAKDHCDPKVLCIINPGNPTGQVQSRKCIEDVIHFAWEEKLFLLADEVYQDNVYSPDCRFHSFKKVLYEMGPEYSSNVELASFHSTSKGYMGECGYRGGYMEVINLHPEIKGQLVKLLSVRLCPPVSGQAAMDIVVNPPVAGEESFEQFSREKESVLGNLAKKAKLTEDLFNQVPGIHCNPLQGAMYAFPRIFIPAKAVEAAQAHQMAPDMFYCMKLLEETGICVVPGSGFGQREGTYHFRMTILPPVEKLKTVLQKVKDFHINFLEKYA
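Inhibition is scored from Amplex Red fluorescence generated when pyruvate oxidase and HRP act on pyruvate released by GPT2. Reactions contain 10ng/uL enzyme, 250uM a-KG and 2mM L-alanine and run 30 min at room temperature.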
SNCA expr inhib – reduces expression of the alpha-synuclein gene | HEK-293 SNCA-luciferase knock-in, luminescence, 24 h | Potency, µM (titrated, usually from 57.2 µM), inactives show top-dose activity change, negative = inhibition, hits mostly inhibitors | 140,000 tested, 0.17% active | AID 1671194;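 note: potency is the fitted concentration of half-maximal effect; plate controls were DMSO cells for no effect and cell-free wells for full effect; nearly all actives have a fitted effect of over 45% in size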
NIH3T3 tox – kills NIH 3T3 cells. Potency, µM (highest dose often 96.7 µM), without a hit: at the highest dose activity change, negative = cytotoxicity, hits mostly inhibitors. 94,000 tested, 4.3% active. NIH 3T3 viability, CellTiter-Glo ATP luminescence, 48-72 h; note: potency is the fitted concentration of half-maximal effect; nearly all actives have a fitted effect of over 55% in size
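NIH 3T3 cells at 400 cells/well received 23 nL of compound by pintool and were incubated 48 or 72 h at 37 °C. Viability was read as ATP-coupled CellTiter-Glo luminescence.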
HEK293 viab – cell viability loss counter-screen; HEK-293-SNCA-luc viability, GF-AFC fluorescence, 24 h; Potency, µM (titrated, usually from 57.1 µM), for inactives: top-dose activity change, negative = cytotoxicity, hits mostly cytotoxic; 150,000 tested, 0.12% active;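 note: potency is the fitted concentration of half-maximal effect; 0% = DMSO-treated cells and -100% = medium-only wells without cells; nearly all actives have a fitted effect of over 30% in size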
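HEK-293-SNCA-luc cells (1500/well) plated 24 h, then exposed 24 h to a dilution series; GF-AFC added 30 min at 37C, fluorescence 405/540 nm; normalised to medium-only and DMSO wells, Hill fit.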
IP6K1 inhibitor – blocks human inositol hexakisphosphate kinase 1. 140,000 tested, 0.81% active. Q92551. AID 1645851. activity change, % (series mostly up to about 58 µM). IP6K1 kinase, ADP-Glo luminescence, 2 h; hits give low values; in the data active = activity change below about -25%
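ADP-Glo luminescence measures ADP made by human IP6K1 during a 2 h RT reaction with ATP/IP6 (mix at 1.3 mM/130 uM); top library doses 57.5 and 19.1 uM final.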
* hit, by the source's call; i = inactive; ? = inconclusive; / = not tested or not shown; [ ] = another dose, or the depositor's remark. Unless noted, calls come from the whole dose curve; as a rule, active = well fitted curve in the direction sought with a large enough effect; inconclusive = small, poorly fitted or top-dose-only effect, or another doubt; inactive = no such curve, though single readings can be large; an effect the other way counts as inactive or inconclusive. Unless noted, % is set by controls: 0 for no effect and ±100 for the full control effect. This is a subset. The share of hits here may be higher or lower than overall.

No. | compound | FLuc inh | HEK cytotox | GPT2 inhibitor | SNCA expr inhib
1 | COc1cccc(NC(=O)c2oc3ccc(S(=O)(=O)N4CCCCCC4)cc3c2C)c1 | / | / | / | ?
2 | COc1nc2c(cc1CNC(=O)c1cnc(C)nc1)C(=O)N(C1CCCC1)C2 | 0.0% | -5.8% | ? | ?
3 | O=C(Cc1cccs1)N1CCC(Oc2ncccc2C(=O)N2CCCCC2)C1 (stereo unspecified) | -1.1% | 5.9% | -7.4% | 3.8%
4 | N#Cc1ccc(C(=O)NC2CCN(c3cc(-c4cccs4)[nH]n3)C2)cc1 (stereo unspecified) | 5.2% | ? | ? | -20.1%
5 | COc1ccc(C2Cn3nnc(-c4noc(-c5cccc(Cl)c5)n4)c3CO2)cc1 (stereo unspecified) | -13.8% | -11.2% | i | -12.2%
6 | CC1=NS(=O)(=O)N(C)C=C1C(=O)OCc1nc(-c2ccc(Cl)cc2)no1 | ? | ? | -1.7% | 53.5%[activator]
7 | Cc1ccc(NC(=O)C2(Cc3cccnc3)CCCCC(=O)N2)cc1 (stereo unspecified) | -1.7% | -2.0% | i | ?
8 | COc1cc(CN2C[C@@H](F)[C@@H](OCc3nc4ccc(F)cc4[nH]3)C2)cc(OC)c1OC | -4.2%[172 µM] | -16.5%[172 µM] | i | 1.9%[87.6 µM]
9 | O=C(CC1CCCN(c2cn[nH]c(=O)c2)C1)Nc1ccc(F)cc1F (stereo unspecified) | -7.3% | -16.7% | i | 4.1%
10 | O=C1Nc2ccccc2C12CCN(c1cc(C3CC(O)C3)ncn1)CC2 (stereo unspecified) | -2.2% | ? | i | 0.4%
11 | C#CCNC(=O)C[C@@H]1CCN(C(=O)c2ccc(F)cc2)C[C@@H]1CC | 2.5%[172 µM] | -7.5%[172 µM] | -0.2%[88.5 µM] | 7.8%[87.6 µM]
12 | Cc1ccc(C(=O)N2CCC(CCC(=O)NC3CCS(=O)(=O)C3)CC2)cc1 (stereo unspecified) | 5.3% | 15.9% | 4.9% | -0.7%
13 | CCOc1ccc(-c2cnc(-c3cnc(CC)nc3)[nH]2)cc1OCC | 4.6% | ? | -4.9% | -8.6%
14 | COCC1CN(C2CCC2)CC12CCN(C(=O)c1cncn1C)CC2 (stereo unspecified) | -11.4% | -29.9% | i | -0.1%
15 | Cc1ccc(-c2cc(C(=O)NCCc3ccc(Cl)cc3)c3cnn(C)c3n2)cc1 | / | -6.7% | ? | 0.8%

No. | NIH3T3 tox | HEK293 viab | IP6K1 inhibitor
1 | / | -13.8% | 19.5
2 | 0.2% | 4.7% | 4.9
3 | 4.1% | -0.7% | -0.4
4 | -22.5% | -3.5% | -7.5
5 | -15.8% | 3.7% | -6.1
6 | -29.5% | 1.0% | 4.1
7 | -19.6% | -3.6% | 10.6
8 | -11.6%[138 µM] | -11.3%[87.6 µM] | -4.7
9 | -16.0% | ? | 1.0
10 | -29.4% | -1.8% | 3.2
11 | i | -16.8%[87.6 µM] | 2.5
12 | i | -4.8% | 7.0
13 | ? | -4.9% | -2.3
14 | -1.6% | 10.1% | -4.8
15 | -14.9% | -25.3% | 1.0

Some values from the list.
IP6K1 inhibitor with #9 → 1.0
IP6K1 inhibitor with #5 → -6.1
IP6K1 inhibitor with #1 → 19.5

Continued:
No. | compound | FLuc inh | HEK cytotox | GPT2 inhibitor | SNCA expr inhib
16 | Cc1ccccc1CNC(=O)C1CCN(c2nnc(C)c3c(C)n(-c4ccccc4)nc23)CC1 | / | / | / | 28.2%
17 | CCOc1ccc(C(=O)NC2CCN(c3cc(-c4ccc(Cl)cc4)[nH]n3)C2)cc1 (stereo unspecified) | 6.8% | ? | -29.1% | -23.5%
18 | CC1(C)[C@H](Cc2cc(-c3ccc(F)cc3)on2)C[C@@H]1NS(C)(=O)=O | ? | 70.8µM* | 0.8%[88.5 µM] | 8.5%[87.6 µM]
19 | CCc1cccc(NC(=O)Cn2c(=O)n(-c3cccc(Cl)c3)c(=O)c3c2c2cc(C)ccc2n3C)c1 | / | / | / | 27.6%
20 | CCCOc1ccc(CN(C(=O)c2nc(SC(C)C)ncc2Cl)C2CCS(=O)(=O)C2)cc1 (stereo unspecified) | / | / | / | -29.8%
21 | CNC(=O)c1cc(C)nc2onc(C3CCCN3C(=O)COC)c12 (stereo unspecified) | / | -2.8%[172 µM] | / | /
22 | CCOc1ccc(N2CC(NC(=O)c3ccco3)CC2=O)cc1 (stereo unspecified) | / | / | / | -26.1%
23 | CCC(C(=O)NCc1ccccc1Cl)n1nc(C)c2sc3ccccc3c2c1=O (stereo unspecified) | / | / | / | 64.9%[activator]
24 | Cc1cc(C)cc(-c2ccc(CN3CCCC3C(=O)NCc3cccnc3)cc2)c1 (stereo unspecified) | / | 50.1µM* | i | 5.8%
25 | C[C@H](NC(=O)CCc1nc2ccccc2c(=O)[nH]1)c1ccccc1 | / | / | 1.5% | /
26 | CCNC(=O)NCCc1noc(-c2ccncc2)n1 | -9.5% | -1.0% | -1.9% | -16.9%
27 | CC(=O)c1ccc(NC(=O)O[C@@H]2CO[C@H]3[C@@H]2OC[C@@H]3NC(=O)C2CC2)cc1 | 0.7%[172 µM] | -5.9%[172 µM] | -3.2%[88.5 µM] | -0.4%[87.6 µM]
28 | Cc1c(C(=O)N(C)C)sc2c1c(=O)n(-c1ccc(Cl)c(Cl)c1)c(=O)n2Cc1ccc(F)cc1 | / | / | / | -2.1%
29 | CC(=O)N[C@H](C)c1onc(-c2ccc(F)cc2)c1C(=O)O | -5.0%[230 µM] | -2.5%[230 µM] | -11.0%[88.5 µM] | 7.9%[87.6 µM]
30 | Cc1nc(N2CCC(NCCCc3ccncc3)CC2)c2ccsc2n1 | -1.4% | ? | -2.6% | 3.4%

No. | NIH3T3 tox | HEK293 viab | IP6K1 inhibitor
16 | / | 4.6% | 12.7
17 | ? | -12.1% | 2.3
18 | ? | -24.1%[87.6 µM] | 2.8
19 | / | 5.2% | -12.6
20 | / | -1.9% | -6.5
21 | 4.8%[138 µM] | / | -7.5
22 | / | 7.3% | 20.1
23 | / | 12.0% | -6.0
24 | ? | -3.2% | 12.1
25 | / | 19.5% | 17.2
26 | -21.2% | -12.8%[12.5 µM] | 0.3
27 | -3.5%[174 µM] | 1.3%[87.6 µM] | -5.5
28 | / | -4.5% | 18.1
29 | -12.7%[174 µM] | 2.6%[87.6 µM] | -1.8
30 | i | -6.4% | -10.8

More results
No. | compound | FLuc inh | HEK cytotox | GPT2 inhibitor | SNCA expr inhib
31 | COc1ccc(CNC(=O)c2ccc(CNS(=O)(=O)c3ccc(F)cc3)cc2)cc1 | / | / | / | -9.7%
32 | CCOc1ccc(NCc2cccn2-c2nnc(N3CCC(C(=O)NCC(C)c4ccccc4)CC3)s2)cc1 (stereo unspecified) | / | / | / | -18.7%
33 | COCCC1(NC(=O)C2CC2)CCN(S(=O)(=O)c2c(C)noc2C)CC1 | -13.2% | -3.7% | i | -15.3%
34 | COc1ccc(C)cc1NC(=O)N(Cc1ccc(C)o1)C1CCN(C(C)=O)CC1 | / | / | / | 18.7%
35 | Cc1noc(C)c1-c1cc2c(cc(C)n2C)c(-c2cccc(O)c2)n1 | -2.3%[172 µM] | ? | -5.4%[88.5 µM] | 38.8%[activator][87.6 µM]
36 | Cn1cc(-c2ccc(F)c(Cl)c2)c2nc(CO)cn2c1=O | -5.5%[172 µM] | -24.5%[172 µM] | 2.9%[88.5 µM] | 8.0%[87.6 µM]
37 | Cc1ccc(Cn2c(=O)c3cccnc3n(Cc3ccc(F)cc3)c2=O)cc1 | / | / | / | 9.9%
38 | O=C(NC1CCCC1)c1ccc2c(c1)N(Cc1ccc(F)cc1)C(=O)c1ccccc1S2 | / | / | / | ?
39 | NC1(C(=O)NC(CCO)c2ccc(Cl)cc2)CCN(c2ncnc3[nH]ccc23)CC1 (stereo unspecified) | / | / | i | /
40 | CC(C)(C)C(=O)N[C@H]1CO[C@H]2[C@@H]1OC[C@H]2O | -2.3%[230 µM] | i | -4.6%[88.5 µM] | 8.8%[87.6 µM]
41 | COc1ccc2[nH]cc(CCNC(=O)CN3CCCc4nc(C5CC5)ncc4C3=O)c2c1 | 0.0% | -27.4% | i | -18.7%
42 | CCNC(=O)[C@@H]1C[C@H](NC(=O)CO)CN1Cc1cc(C2CCCCC2)no1 | 9.4% | i | i | -1.6%
43 | O=C(Cn1ccn(-c2ccc(F)cc2)c(=O)c1=O)Nc1ccc(F)cc1 | / | / | / | -22.3%
44 | COc1cc(NC(=O)N2CCC3(CC2)SCC(=O)N3Cc2ccco2)cc(OC)c1 | 0.2% | -19.6% | 0.4% | 3.3%
45 | O=C1CCN(Cc2cccnc2)CCCC(C(=O)N2CCOCC2)CCN1 (stereo unspecified) | -3.2% | i | i | 25.1%

No. | NIH3T3 tox | HEK293 viab | IP6K1 inhibitor
31 | / | -3.1% | 17.7
32 | / | -11.0% | 23.0
33 | -19.8% | 4.3% | -11.0
34 | / | 2.1% | -0.6
35 | ? | 9.9%[87.6 µM] | -14.4
36 | ? | -9.9%[87.6 µM] | -6.6
37 | / | -3.4% | 9.1
38 | / | -3.4% | -0.5
39 | / | -5.7% | -11.2
40 | i | 6.8%[87.6 µM] | 7.5
41 | -11.1% | 5.7% | 0.0
42 | -1.9% | -0.5% | -4.5
43 | / | -3.9% | -9.7
44 | ? | 0.8% | -2.1
45 | i | 10.3% | -0.4

Further records follow.
No. | compound | FLuc inh | HEK cytotox | GPT2 inhibitor | SNCA expr inhib
46 | C[C@H]1[C@@H]2[C@@H](O)C([C@H](C)C(=O)NC3CCCCC3)CC[C@@]2(C)CC[C@@H]1NC(=O)c1cnccn1 (stereo partly specified) | 2.9% | -18.2% | i | -13.1%
47 | Cc1cc(S(=O)(=O)N2CCN(C3CCN(Cc4ccccn4)C3=O)CC2)ccc1Cl (stereo unspecified) | 4.9% | ? | i | -6.0%
48 | O=S(=O)(Cc1ccccc1)N1CCCC1Cc1noc(-c2cnccn2)n1 (stereo unspecified) | / | i | -1.6% | 14.8%
49 | CC(C)n1ccnc1CN1CCCC12CCN(c1ccc(C(F)(F)F)cn1)CC2 | -0.9% | 35.5µM* | -6.8% | 0.6%
50 | Cc1nnc(NC(=O)CSc2nccn2-c2cccc(Cl)c2)s1 | / | / | / | -0.1%

No. | NIH3T3 tox | HEK293 viab | IP6K1 inhibitor
46 | -19.1% | -2.2% | -1.0
47 | -36.4% | 3.2% | 34.8
48 | 1.0% | ? | 0.9
49 | ? | -1.9% | 1.4
50 | / | -11.1% | -4.9

Given as tab-separated lines: part of the list above.
item	compound	FLuc inh	HEK cytotox	GPT2 inhibitor	SNCA expr inhib	NIH3T3 tox	HEK293 viab	IP6K1 inhibitor
46	C[C@H]1[C@@H]2[C@@H](O)C([C@H](C)C(=O)NC3CCCCC3)CC[C@@]2(C)CC[C@@H]1NC(=O)c1cnccn1 (stereo partly specified)	2.9%	-18.2%	i	-13.1%	-19.1%	-2.2%	-1.0
47	Cc1cc(S(=O)(=O)N2CCN(C3CCN(Cc4ccccn4)C3=O)CC2)ccc1Cl (stereo unspecified)	4.9%	?	i	-6.0%	-36.4%	3.2%	34.8
48	O=S(=O)(Cc1ccccc1)N1CCCC1Cc1noc(-c2cnccn2)n1 (stereo unspecified)	/	i	-1.6%	14.8%	1.0%	?	0.9
